Screening results (PubChem)
CatG inh = cathepsin G (human) inhibition; purified enzyme, AMC-tetrapeptide fluorescence, pooled mixtures; AID 581; inhibition, % at 5 µM (by protocol); 0.2% of 62,000 active; P08311;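 active = inhibition above 20% in each of the two mixture wells holding the compound; inactive = inhibition of 20% or less in either well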;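 also: 0% = enzyme control without mixture and 100% = blank lacking enzyme; strong numbers were not always called active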
Target sequence (P08311 21-244 limits assumed): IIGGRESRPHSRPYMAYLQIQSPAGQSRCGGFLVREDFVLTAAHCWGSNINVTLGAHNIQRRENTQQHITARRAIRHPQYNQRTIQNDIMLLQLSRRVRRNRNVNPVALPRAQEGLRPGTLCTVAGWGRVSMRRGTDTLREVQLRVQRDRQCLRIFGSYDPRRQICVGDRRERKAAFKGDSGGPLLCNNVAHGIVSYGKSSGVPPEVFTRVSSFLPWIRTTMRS
AP ELISA ortho = alternative pathway complement inhibition, orthogonal assay; inhibition, % at 5 µM; AID 1235; Human serum alternative complement pathway, LPS-coated ELISA, C3 deposition; tested in compound mixtures; 0.08% of 62,000 active;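 active = inhibition above 30% in each of the two pooled mixtures holding the compound, so the lower value exceeds 30%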;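 also: 0% = serum in Mg-EGTA without compound and 100% = EDTA serum blank; some compounds past the cut are filed as inactive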
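Test system – human serum alternative complement pathway, C3 deposition on LPS-coated wells · Buffer or medium – diluted human serum in Mg2+-EGTA GVB++ · Compound dosing – 5 µM each compound, pools of ten, 50 µM per pool · Schedule – 1 h serum-compound exposure at 37 °C · Measured by – Anti-C3 ELISA, OD 450 nm · Read-out basis – percent inhibition of C3 deposition onto LPS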
CatB mix inh = inhibitors of human cathepsin B in compound mixtures | Purified cathepsin B, AMC dipeptide fluorescence | inhibition, %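 (ten-compound pools at 5 µM per compound and 50 µM total)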 | AID 488 | 0.06% of 62,000 active; in the data active = inhibition above about 22%, passing the limit was not always enough;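 also: 0% = enzyme without compound and 100% = no enzyme blank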
FXIIa inh mix = factor XIIa (human) inhibition, mixture screen; 0.2% of 62,000 active; P00748; inhibition, % at 5 µM; purified FXIIa, fluorogenic substrate, pooled mixtures; AID 684;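 also: 0% = enzyme without compound and 100% = no enzyme blank; some results filed as inactive read as strong as hits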
CatS inh = inhibitors of human cathepsin S; 0.06% of 62,000 active; inhibition, %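 (tested at 5 µM per compound within 10-compound mixtures)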; recombinant cathepsin S, AMC dipeptide fluorescence, pooled mixtures; P25774; in the data active = inhibition above about 32%, passing the limit was not always enough;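 also: 0% = enzyme without compound and 100% = blank without enzyme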
FXIa inh mix = factor XIa (human) inhibition, mixture screen; purified FXIa, fluorogenic substrate, pooled mixtures; inhibition, % at 5 µM; 0.19% of 62,000 active;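 also: each value is inhibition by a whole ten-compound pool holding the compound; 0% = enzyme with no mixture and 100% = wells lacking enzyme; strong numbers were not always called active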
Target sequence (P03951 19-387 limits assumed): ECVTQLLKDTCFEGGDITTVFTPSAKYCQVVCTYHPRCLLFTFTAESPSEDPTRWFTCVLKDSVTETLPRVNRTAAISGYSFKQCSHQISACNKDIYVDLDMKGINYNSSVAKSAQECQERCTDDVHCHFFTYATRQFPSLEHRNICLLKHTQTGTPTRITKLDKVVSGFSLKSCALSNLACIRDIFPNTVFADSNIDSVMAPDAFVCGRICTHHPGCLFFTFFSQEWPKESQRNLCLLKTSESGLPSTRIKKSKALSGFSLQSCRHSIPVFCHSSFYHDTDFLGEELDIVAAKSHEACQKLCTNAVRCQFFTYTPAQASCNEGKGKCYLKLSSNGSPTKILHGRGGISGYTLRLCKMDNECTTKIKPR
Target sequence (P03951 388-625 limits assumed): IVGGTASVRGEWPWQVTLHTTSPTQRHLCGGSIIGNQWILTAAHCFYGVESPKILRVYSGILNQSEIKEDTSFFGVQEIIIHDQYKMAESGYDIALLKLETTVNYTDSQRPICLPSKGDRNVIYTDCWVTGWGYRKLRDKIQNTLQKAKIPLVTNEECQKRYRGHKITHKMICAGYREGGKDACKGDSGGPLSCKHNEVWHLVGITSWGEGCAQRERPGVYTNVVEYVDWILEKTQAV
C1s inh = human complement C1s inhibition; purified C1s, fluorogenic AMC substrate, pooled mixtures; mean inhibition % of two 10-compound mixtures (stronger effect = higher value), % at 5 µM (by protocol); 0.16% of 62,000 active;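 active = inhibition above 20% in each of the two 10-compound mixture wells holding the compound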;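 also: 0% = enzyme wells lacking compound mixture and 100% = no-enzyme blank wells; some compounds called inactive have numbers as strong as hits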
CatL block = blocks human cathepsin L protease activity | P07711 | purified cathepsin L, fluorogenic substrate, fluorescence | inhibition, %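 (tested at 10 µM)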 | 0.17% of 58,000 active | AID 460; in the data active = inhibition above about 45%;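 also: 0% = enzyme with no compound and 100% = no enzyme blank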
CatB block = human cathepsin B inhibition; P07858; purified cathepsin B, fluorogenic substrate, fluorescence; inhibition, %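 (tested at 10 µM)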; 0.1% of 63,000 active; AID 453; in the data active = inhibition above about 21%;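 also: 0% = enzyme with no compound and 100% = no enzyme blank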
Starred values were filed as active, the others as inactive; . = no result given. Rule as the data show it, unless noted: active = inhibition above about 20% (passing the limit was not always enough); inactive = the rest. An excerpt (hit frequency here may not be typical).

| # | SMILES | CatG inh | AP ELISA ortho | CatB mix inh | FXIIa inh mix | CatS inh | FXIa inh mix | C1s inh | CatL block | CatB block |
| --- | --- | --- | --- | --- | --- | --- | --- | --- | --- | --- |
| 1 | Cc1cc(C)cc(NS(=O)(=O)c2ccc3[nH]c(=O)[nH]c3c2)c1 | 2 | 6 | -1 | 1 | 10 | 13 | -2 | 4 | -2 |
| 2 | COc1ccc(CN(C)C2CCCCC2)cc1 | 0 | 4 | 7 | 2 | 2 | 4 | -2 | 12 | . |
| 3 | OCCOCCn1c(-c2ccccc2)nc(=S)c2c1CCCC2 | 7 | 23 | 2 | 4 | -2 | 4 | 7 | -3 | 0 |
| 4 | C=CCn1c(SCc2ccccc2C#N)nnc1-c1ccccc1O | 12 | 10 | 5 | 3 | 11 | 4 | 16 | -7 | 1 |
| 5 | CC(=O)OCC1OC(c2ccccc2)C(OC(C)=O)C(OC(C)=O)C1OC(C)=O (centres undefined) | 9 | 17 | 5 | 1 | -7 | 10 | 12 | 9 | -4 |
| 6 | OC(COc1ccc2c(c1)OCO2)CN1CCc2ccccc2C1 (centres undefined) | -3 | 24 | -4 | 10 | -12 | -7 | -47 | -10 | 0 |
| 7 | CCOC(=O)C1CCN(C(c2cccc(F)c2)c2sc3nc(C)nn3c2O)CC1 (centres undefined) | 0 | 6 | -2 | -14 | -9 | 7 | 3 | 15 | 1 |
| 8 | O=S(=O)(Cc1ccc(Cl)cc1)Nc1ccc2c(c1)OCO2 | 14 | 3 | -12 | -19 | 7 | 3 | 0 | 19 | 1 |
| 9 | Cc1ccc(N2C(=O)c3oc4ccccc4c(=O)c3C2c2cccc(O)c2)nc1 (centres undefined) | 11 | 13 | 7 | 5 | 0 | 4 | 13 | 14 | 9 |
| 10 | CCOC(=O)c1c(C)oc2cc(Br)c(OC(C)C(=O)OCC)cc12 (centres undefined) | 13 | 10 | 5 | -2 | 1 | 6 | 23 | -5 | -1 |
| 11 | CCC(Sc1nc2ccccc2[nH]1)C(=O)Nc1cc(C)on1 (centres undefined) | 6 | 5 | 0 | 1 | -6 | 0 | 2 | . | 6 |
| 12 | CCn1c2ccccc2c2cc(NC(=O)CSc3nnnn3-c3ccccc3)ccc21 | 0 | 4 | -2 | 5 | 5 | -3 | -7 | -5 | 4 |
| 13 | O=C(CN(C(=O)c1ccc2c(c1)OCCO2)c1ccccc1)NCC1CCCO1 (centres undefined) | 1 | 14 | 4 | 0 | 5 | 3 | 0 | 18 | -7 |
| 14 | CCCn1nc(C(=O)Nc2cc(C(=O)OC)ccc2C)c2ccccc2c1=O | -5 | 8 | 2 | 2 | -3 | 3 | -8 | -1 | -3 |
| 15 | Cc1ccc(C(O)c2nc3ccccc3n2C(C)C)cc1 (centres undefined) | 1 | 3 | 2 | 1 | 5 | 6 | 2 | 10 | 5 |
| 16 | Cc1ccc(S(=O)(=O)N2CCCCC2)cc1C(=O)Nc1ccc2cn[nH]c2c1 | -2 | 13 | 4 | 8 | 1 | 5 | -6 | 1 | -2 |
| 17 | CC(=O)C1=C(C)NC(=O)NC1c1cccc(O)c1 (centres undefined) | 27 | 6 | -10 | -3 | 1 | 21 | -11 | 11 | 2 |
| 18 | Cc1ccc2c(c1)NC(=O)C(CC(=O)NCCCN1CCN(c3cc(Cl)ccc3C)CC1)O2 (centres undefined) | -34 | -12 | -6 | -16 | -30 | -32 | -69 | 20 | 0 |
| 19 | CN(Cc1ccccc1)Cc1nc2c([nH]1)c(=O)[nH]c(=O)n2C | 28 | 3 | -9 | -1 | 4 | 0 | -11 | -2 | 0 |
| 20 | COc1ccc2ccccc2c1C1CC(=O)N2CN(Cc3ccco3)CSC2=C1C#N (centres undefined) | 12 | 4 | -4 | 8 | 7 | 8 | 17 | 11 | 3 |
| 21 | COc1cc(NC(=O)CC(C)C)ccc1NC(=O)c1ccco1 | -1 | 1 | 4 | 2 | 2 | 3 | 1 | 3 | 6 |
| 22 | O=C1c2ccccc2-c2c1cccc2C(=O)N(CCO)CCO | -2 | -3 | 5 | 1 | 13 | 3 | -4 | -1 | 4 |
| 23 | O=C(Nc1nccs1)c1ccc(COc2ccc(Cl)cc2)o1 | 0 | 9 | 0 | 6 | 5 | 7 | 3 | 6 | 3 |
| 24 | Cc1ccc(-c2n[nH]c(=O)c3ccccc23)cc1N | 1 | 11 | 5 | 1 | 1 | 7 | 6 | -2 | 0 |
| 25 | Cc1ccc(C)c(CSc2nnc(-c3cccnc3)o2)c1 | -4 | 16 | 3 | 0 | -4 | 4 | -1 | 5 | 3 |
| 26 | COCC(=O)Nc1sc2c(c1C(=O)OC)CCCC2 | -6 | -1 | 1 | 3 | 15 | -3 | -10 | -5 | 4 |
| 27 | c1ccc(CN2CCN(c3nc(-c4ccccc4)nc(-n4ccnc4)n3)CC2)cc1 | -2 | -9 | 1 | 15 | 15 | 3 | -8 | 25 | 8 |
| 28 | CCOc1cccc(OCCOCCN(C)Cc2ccccc2)c1 | -9 | -10 | -1 | 18 | 4 | 3 | -17 | 9 | 5 |
| 29 | O=S(=O)(/N=C/N1CCOCC1)c1ccc(Cl)cc1 | 6 | 17 | -6 | 1 | -5 | -7 | -26 | -5 | -5 |
| 30 | CCOC(=O)CNC(=O)CSc1nnc(Cn2cnc3ccccc32)n1C | 7 | -1 | -1 | 11 | 8 | 1 | 4 | 18 | 2 |
| 31 | COC(=O)C1=C(C)N=c2s/c(=C/c3ccoc3)c(=O)n2C1c1ccccc1 (centres undefined) | 12 | 16 | 4 | 2 | -2 | 8 | 14 | . | 2 |
| 32 | O=S(=O)(NCCOCC(F)(F)F)c1ccc2oc3ccccc3c2c1 | -4 | 12 | -5 | 6 | -10 | 5 | -1 | 0 | -3 |
| 33 | O=C(NCCc1ccc2c(c1)OCO2)C1CCN(S(=O)(=O)c2ccc(Cl)cc2)CC1 | 5 | -7 | -4 | 14 | -1 | 9 | 6 | -8 | 0 |
| 34 | O=C1c2ccccc2C(Nc2ccc3c(c2)OCCO3)N1Cc1ccc2c(c1)OCO2 (centres undefined) | 8 | 5 | -6 | -1 | 9 | 3 | -4 | 21 | 2 |
| 35 | CCn1c(SCC(=O)Nc2nccs2)nnc1-c1cc2cccc(OC)c2o1 | 12 | 0 | 3 | 0 | 9 | 11 | 10 | 1 | 4 |
| 36 | CC(=O)Nc1ccc(S(=O)(=O)NCc2ccc3c(c2)cc(C)n3C)cc1 | -2 | 11 | 1 | -5 | -2 | -1 | -2 | . | 2 |
| 37 | O=C(CCc1ccccc1)Nc1cc(Cl)ccc1O | 0 | 1 | -2 | -15 | 5 | 2 | 4 | 13 | -5 |
| 38 | O=C(NC1CCN(C(=O)N2c3ccccc3Sc3ccccc32)CC1)c1ccco1 | -6 | 3 | -2 | 26 | -6 | 6 | -11 | -1 | -2 |
| 39 | O=C(CSc1ncccc1-c1nc2ccccc2[nH]1)NCc1ccco1 | -15 | -10 | 3 | 1 | -4 | 1 | -35 | -10 | 3 |
| 40 | CCCOc1ccc(S(=O)(=O)NCCCN2CCOCC2)c2ccccc12 | 8 | 10 | 6 | 10 | 2 | 15 | 9 | 7 | -1 |
| 41 | Cc1cc(C)n(C(=O)CNC(=O)C2COc3ccccc3O2)n1 (centres undefined) | 8 | -4 | 5 | 0 | 15 | 7 | -27 | 3 | -1 |
| 42 | Cn1c(=O)[nH]c(=O)c2c1nc(N(CCO)Cc1ccccc1)n2Cc1ccccc1Cl | 6 | -5 | -6 | 2 | 21 | 0 | -138 | -2 | 2 |
| 43 | COc1ccc(OCC2CNC(=O)O2)cc1 (centres undefined) | 8 | -2 | -2 | -1 | 0 | 3 | 7 | 4 | -1 |
| 44 | COc1ccccc1CCNC(=O)c1ccoc1C | 14 | -7 | 3 | 2 | 13 | 3 | 15 | 16 | 5 |
| 45 | CCOC(=O)C(CC)Sc1ncnc2c1nnn2-c1ccc(F)cc1 (centres undefined) | 11 | 9 | 3 | -15 | -2 | 14 | 11 | 7 | 12 |
| 46 | CC1CCN(C(=O)CN2C(=O)C(C)(C)Oc3ccc(C(=O)NC4CCCC4)cc32)CC1 | -2 | 1 | 4 | 4 | -1 | 0 | 1 | 4 | 1 |
| 47 | CSCCC1NC(=O)NC1=O (centres undefined) | 12 | -8 | 2 | -12 | 9 | 0 | 16 | 4 | 6 |
| 48 | CCOc1cc(NC(=O)c2cnccn2)c(OCC)cc1NC(=O)c1ccc(OC)cc1 | -14 | -7 | -6 | 2 | -3 | -20 | -56 | 33 | 1 |
| 49 | CCC1=NC(c2ccc(OC)cc2OC)N(O)C1(C)C (centres undefined) | -3 | 9 | 2 | 2 | -14 | -20 | -152 | 3 | 6 |
| 50 | O=C(NCc1cccs1)C(Cc1ccccc1)n1cccc1 (centres undefined) | 3 | -7 | 1 | 8 | 13 | 5 | 4 | 19 | 5 |
| 51 | O=C(NCCCN1CCC(Cc2ccccc2)CC1)C1CCC(=O)N1C1CCCC1 (centres undefined) | -2 | 8 | 2 | -8 | -2 | 7 | 1 | 2 | 3 |
| 52 | Cc1ccc2c(NC(=O)C3CC3)cccc2n1 | 10 | -7 | 2 | 8 | 4 | 14 | 9 | 20 | 2 |
| 53 | CCOC(=O)C1=C(C)Nc2ccccc2N=C1NC(=O)c1cccc(S(=O)(=O)N(C)C)c1 | 8 | -18 | -1 | 4 | -5 | -1 | 7 | 11 | -2 |
| 54 | O=C(C1CCCN(S(=O)(=O)c2cccnc2)C1)N1CCN(c2ccccn2)CC1 (centres undefined) | 5 | 4 | 1 | 12 | -5 | 7 | 12 | -5 | 0 |
| 55 | CC1CCN(c2nc(-c3ccco3)c3c(c2C#N)CC(C)(C)OC3)CC1 | -10 | -5 | -2 | 13 | -2 | 2 | -35 | . | 1 |
